ERa SRC1 pot: enhances coactivator binding to human estrogen receptor alpha; P03372; TR-FRET ERalpha-LBD/SRC-Cy5 coactivator binding, 2 h; 100 = basal binding, no effect; coactivator binding (% of control), % at 25.6 µM; 86,000 tested, 1.3% active; AID 639; in the data active means activity above about 200%;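 further: binding measured in presence of low estradiol as agonist stimulus; 0% = peptide alone without receptor and 100% = receptor with peptide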
Target sequence (P03372 whole entry, looked up, the tested form may be a part): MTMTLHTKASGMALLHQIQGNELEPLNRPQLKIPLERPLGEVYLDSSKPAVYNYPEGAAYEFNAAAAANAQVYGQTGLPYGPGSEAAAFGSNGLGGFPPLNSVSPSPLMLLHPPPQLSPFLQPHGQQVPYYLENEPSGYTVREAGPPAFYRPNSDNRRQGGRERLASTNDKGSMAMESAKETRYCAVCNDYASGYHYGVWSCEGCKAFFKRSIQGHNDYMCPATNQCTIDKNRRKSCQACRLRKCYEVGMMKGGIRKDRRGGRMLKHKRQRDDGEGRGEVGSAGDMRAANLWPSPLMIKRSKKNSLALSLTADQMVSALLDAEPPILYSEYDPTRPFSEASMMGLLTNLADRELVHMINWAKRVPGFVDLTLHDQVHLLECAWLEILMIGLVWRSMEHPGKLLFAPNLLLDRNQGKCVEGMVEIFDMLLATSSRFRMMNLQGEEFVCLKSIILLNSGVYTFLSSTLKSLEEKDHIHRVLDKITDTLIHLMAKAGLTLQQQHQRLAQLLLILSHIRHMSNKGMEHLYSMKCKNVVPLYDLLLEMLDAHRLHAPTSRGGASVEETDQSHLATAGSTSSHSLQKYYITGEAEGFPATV
ERa SRC1 inh: ER-alpha (human) coactivator binding inhibition | P03372 | TR-FRET ER-alpha LBD / SRC-1 peptide, estradiol-bound | inhibition, % at 25.6 µM | 86,000 tested, 1.7% active; in the data active means inhibition above about 50%;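 further: 0% = receptor plus peptide control and 100% = peptide only without receptor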
Fibroblast inh: blocks proliferation of human lung fibroblasts; LL 47 human lung fibroblast viability, ATP luminescence; stronger effect = lower value; viability, % at 10 µM; 85,000 tested, 1.1% active; AID 719;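 active means viability at or below 50% in the single dose screen; inactive means viability above 50%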;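 further: compound exposure lasted 72 h before the ATP readout; 100% = median luminescence of untreated cell-only wells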
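material = human LL 47 lung fibroblast cells | dosing = compounds added from tenfold dosing solution, 0.1% DMSO final | timing = overnight cell rest, 72 h compound treatment at 37 °C | measured by = CellTiter-Glo luminescence measuring cellular ATP | evaluation = % viability versus median cells-only luminescence | control set = cell-only wells, no compound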
Calb biofilm kill: kills Candida albicans biofilms; 85,000 tested, 0.14% active; inhibition, % at 6 µM; C. albicans biofilm + clotrimazole, Alamar Blue;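 active means inhibition above 20%; inactive means inhibition below 20%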;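 further: preformed 24 hr biofilms exposed to compound for 48 hr; 0% = biofilm without compound and 100% = blank killed by clotrimazole plus chlorhexidine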
Smad3 inh: Smad3 (human) transcription factor binding inhibition; P84022; TR-FRET Smad3/Dy647-FoxH1 peptide binding, europium anti-His; 88,000 tested, 0.29% active; inhibition, % at 25 µM;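 active means compounds that reduce the energy-transfer binding signal between the protein and its labelled peptide by more than half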;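 further: 0% = Smad3 plus labelled peptide maximal FRET and 100% = peptide-only background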
Target sequence (P84022 whole entry, looked up): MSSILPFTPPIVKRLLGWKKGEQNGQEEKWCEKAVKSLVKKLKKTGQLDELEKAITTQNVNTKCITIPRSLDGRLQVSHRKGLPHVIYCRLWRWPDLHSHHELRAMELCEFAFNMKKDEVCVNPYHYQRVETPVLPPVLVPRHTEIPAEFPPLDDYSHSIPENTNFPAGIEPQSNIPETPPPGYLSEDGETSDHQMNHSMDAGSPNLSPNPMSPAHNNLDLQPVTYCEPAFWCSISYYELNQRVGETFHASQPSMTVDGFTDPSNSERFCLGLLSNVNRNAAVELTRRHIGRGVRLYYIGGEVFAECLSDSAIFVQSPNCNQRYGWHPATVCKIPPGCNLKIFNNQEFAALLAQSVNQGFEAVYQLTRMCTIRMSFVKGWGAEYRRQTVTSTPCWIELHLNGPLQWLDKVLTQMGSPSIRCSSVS
ERb coact inh: blocks coactivator binding to human estrogen receptor beta; Q92731; TR-FRET ER-beta LBD / SRC1-Cy5 peptide binding; receptor agonist-loaded with 1 µM estradiol; inhibition, % at 25.6 µM; 86,000 tested, 1.3% active;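 active means compounds whose percent inhibition of the receptor-coactivator binding signal exceeds about 50% in the single-dose screen, limit read from the data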;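 further: 0% = receptor plus peptide wells without compound and 100% = peptide-only wells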
sEH activator: activators of human soluble epoxide hydrolase; purified human sEH enzymatic activity, activator screen; activation, % at 2 µM; P34913; 91,000 tested, 0.04% active; AID 717; in the data active means activation above about 37%; further: values of inactives mirror those of a sister screen read the other way
HUVEC prolif 384: inhibitors of human endothelial cell proliferation | viability, % at 10 µM (by protocol) | 86,000 tested, 1.1% active | HUVEC proliferation, CellTiter-Glo luminescence, 72 h; stronger effect = lower value;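 active means viability at or below 30%; inactive means viability above 30%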;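 further: 100% = median luminescence of DMSO-only cell control wells on each plate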
H69AR inhibit: growth inhibitors of human H69AR lung tumor cells. AID 598. viability, % at 10 µM. 85,000 tested, 6% active. H69AR lung tumor viability, ATP luminescence, 72 h; stronger effect = lower value;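 active means viability at or below 40%; inactive means viability above 40%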;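 further: multidrug resistant small cell line overexpressing MRP-1 efflux transporter; 100% = mean luminescence of untreated control wells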
The depositor's hits bear a star; nt = no result given; [ ] = another dose, or the depositor's remark. An excerpt; count on the stated rates, not on these rows.

Molecule	Calb biofilm kill	ERb coact inh	sEH activator	Smad3 inh	H69AR inhibit	Fibroblast inh	ERa SRC1 inh	ERa SRC1 pot	HUVEC prolif 384
CC(=O)N(Cc1cc2ccc(C)c(C)c2n2nnnc12)C1CCCC1	4	0[fluorescence artefact?]	nt	-11	75	93	0[fluorescence artefact?]	93[fluorescence artefact?]	109
O=C(O)C1CC(=O)N(c2ccc(F)cc2)C1 (stereo not drawn)	5	-1	-4	7	104	101	5	131	99
COc1ccc2nc(NC(=O)C3CCCN3S(=O)(=O)c3ccc(C)cc3)sc2c1 (stereo not drawn)	2	-2[fluorescence artefact?]	-18	-5	81	107	3[fluorescence artefact?]	104	94
CC(=O)N1CCN(S(=O)(=O)c2cccc(C(=O)NC3CCCc4ccccc43)c2)CC1 (stereo not drawn)	6	-4	-23	-6	99	95	-9	88	101
N#Cc1c(N)nc2c(c1-c1cccnc1)CCCCC2	7	-4	nt	4	97	94	-16	115	85
Cc1ccc(Cl)cc1N1CCN(S(=O)(=O)c2ccc3c(c2)oc(=O)n3C)CC1	2	37[fluorescence artefact?]	nt	-14	73	102	-1	83[fluorescence artefact?]	103
Cc1noc(C)c1COc1cccc(C(=O)NCc2ccccc2Cl)c1	3	-5	-86	4	83	93	-4	101	100
CC1C(=NO)C(C)C(c2ccc(N(C)C)cc2)NC1c1ccc(N(C)C)cc1 (stereo not drawn)	10	-4	-9	6	94	90	-3	105	103
CCOC(=O)CCCNC(=O)CCNC(=O)c1ccc(OCC)cc1	-4	-1[fluorescence artefact?]	4	-4	101	99	2[fluorescence artefact?]	113[fluorescence artefact?]	96
CC(=O)c1cc(-c2ccccc2)n(CC(=O)N2CCCCC2)c1C	-2	4	12	-2	82	106	0[fluorescence artefact?]	115	113
CC(=O)N1CCCc2cc(S(=O)(=O)N(CC(C)C)CC(C)C)ccc21	-1	0	nt	0	83	96	5	91	95
CCOC(=O)N1CCN(C2CC(=O)N(c3ccccc3)C2=O)CC1 (stereo not drawn)	0	-13	nt	-3	104	95	-14	109	96
Cc1cccc(-c2c3c(=O)n(C)c(=O)n(C)c3c3c(C)cc(C)nn23)c1	8	-10	nt	-10	82	97	-5	119	93
Cc1cc(C)cc(OCC(O)CN2C(=O)NC(C)(C)C2=O)c1 (stereo not drawn)	19	-3	nt	10[fluorescence artefact?]	95	105	-5	98	90
O=C1CC(N2CCN(C/C=C/c3ccccc3)CC2)C(=O)N1CCc1ccccc1 (stereo not drawn)	3	-2[fluorescence artefact?]	1	6	99	91	-5	108	105
c1ccc(Nc2nc3ccccc3n3cnnc23)cc1	1	-10	nt	8	78	92	0	100	104
Cc1cc(NC(=O)CSc2ncnc3ccccc23)no1	-2	-7	-8	3	102	96	-5	97	85
CSc1nnnn1-c1cccc(O)c1	5	20	3	4	100	100	1	80	93
Cc1ccccc1CS(=O)(=O)Cc1ccc(C(=O)NCCCN2CCCC2=O)o1	6	-6	2	-2	93	100	-4	120	98
c1ccc(-n2cnc3cc(NCc4ccncc4)ccc32)cc1	8	-8	2	-6	69	99	-3	106	112
CCOC(=O)C1=C(C)NC(=O)NC1c1ccc(Br)s1 (stereo not drawn)	4	-13	-2	14[fluorescence artefact?]	84	94	-1	108	97
C=CCn1c(COc2cccc3cccnc23)nnc1SCC(=O)O	10	-6[fluorescence artefact?]	14	2	90	96	-11	103	109
Cc1cc(C)nc(Nc2nc3ccccc3[nH]2)n1	7	-4	8	3	44	93	-4	99	101
COc1ccccc1Nc1nc(NCCO)c2ccccc2n1	2	-1	-6	1	68	96	-2	112	87
CN(C)CCNC(=O)c1cc2cc(Br)ccc2oc1=O	1	23	nt	10	98	105	-15[fluorescence artefact?]	100	93
CCCn1c(=O)c2ccccc2n2c(SCCOc3ccccc3F)nnc12	3	-3	13	12	64	102	-8	115	94
CCOC(=O)c1ccc(NS(=O)(=O)c2cc(-c3nnnn3C(C)C)ccc2OC)cc1	6	0[fluorescence artefact?]	20	3	70	90	-13	115	99
CCC(=O)N1C(C(=O)NCc2ccc(OC)cc2)CSC1c1ccc(OC)cc1 (stereo not drawn)	4	-5	10	-3	102	95	-6	95	111
CCOc1ccc(-c2nnn(CC(=O)N3CCN(c4ccc(OC)cc4)CC3)n2)cc1OCC	4	-1	nt	8[fluorescence artefact?]	85	91	7[fluorescence artefact?]	88	82
CCOC(=O)N1CCC(NC(=O)CCc2c(C)nc3ncnn3c2C)CC1	11	-15	nt	6	86	99	34	136[fluorescence artefact?]	96
Cc1cc(C)n(CCCNC(=O)c2ccc3c(c2)NC(=O)CS3)n1	3	3	-11	-1	94	97	-2	120	91
Cc1ccc(NC(=O)C(CC(C)C)NC(=O)C2CCC(C)CC2)nc1 (stereo not drawn)	-1	0	-4	9	103	95	-6	113	105
O=C(Cc1cccs1)N1CCN(c2nc(-c3ccc(Cl)cc3)cs2)CC1	-3	1[fluorescence artefact?]	-13	-5	nt	94	1	111	93
COc1ccc(-c2nnc(-c3ccc(OCC(C)C)cc3)o2)cc1	5	1[fluorescence artefact?]	6	-1	96	108	12	116[fluorescence artefact?]	93
Cc1cccc(C)c1NC(=O)CCCSc1nnc(-c2ccco2)o1	9	1[fluorescence artefact?]	-5	-3	98	94	8[fluorescence artefact?]	109	94
c1ccc(-n2ncc3c(N4CCCC4)ncnc32)cc1	8	-1	nt	-4	77	98	1	109	88
COC(=O)C1CCN(c2cc(=O)n(-c3ccccc3Cl)c(=O)[nH]2)CC1	1	0	nt	0	92	96	-6	105	92
COc1ccc(N2C(=O)CC(n3c(CCCCO)nc4ccccc43)C2=O)cc1 (stereo not drawn)	1	-6	0	8	103	98	-7	122	101
CCC1(C(=O)O)NC(c2cc(OC)ccc2O)C2C(=O)N(Cc3ccccc3)C(=O)C21 (stereo not drawn)	1	-13	-32	1	96	92	-10	128	89
Cc1cccc(-n2ncc3c(NCCc4ccc(S(N)(=O)=O)cc4)ncnc32)c1	10	6	nt	-2	94	100	-6	95	74
O=C(CN1CCN(C(=O)c2ccccc2F)CC1)Nc1ccc(Br)cc1	5	-16	-33	0	83	97	-44	118	96
Cc1nnc(NC(=O)CSc2nnc(CCc3nc4ccccc4[nH]3)n2C)s1	-1	1	2	-4	nt	98	7	130	95
CCNC(=O)CC1C(=O)N(c2ccc(OC)cc2)C(=O)N1Cc1ccc(OC)cc1 (stereo not drawn)	3	4[fluorescence artefact?]	-7	11	97	103	6[fluorescence artefact?]	115	102
CCOc1ccc(C(=O)NCC2CCCO2)cc1 (stereo not drawn)	2	2	-8	3	91	99	-4	108	93
O=C(CSc1nc(O)c(C2CCCCC2)c(=O)[nH]1)NCC1CCCO1 (stereo not drawn)	4	8	-15	2	104	105	13	101	100
Cc1cc(Nc2nc3c(c(=O)n(C)c(=O)n3C)n2C)n(-c2ccc(Cl)cc2)n1	9	-8	nt	9	79	91	-11	118	102
Cc1ccc(NC(=O)C2C3C=CC4(CN(Cc5cccnc5)C(=O)C24)O3)cc1 (stereo not drawn)	6	-1	nt	-2	92	106	-4	106	97
c1ccc(N2CCN(c3nc4ccccc4n4nnnc34)CC2)cc1	5	3[fluorescence artefact?]	nt	4	76	101	-13	147	93
O=C1c2cccc3c([N+](=O)[O-])ccc(c23)C(=O)N1c1nccs1	-4	17	9	19	0.8*	23*	20	71	2.0*
CCOC(=O)c1c(N)sc2c(O)c(Br)ccc12	4	12	-15	-1	92	100	-1	81	102

Next part
Molecule	Calb biofilm kill	ERb coact inh	sEH activator	Smad3 inh	H69AR inhibit	Fibroblast inh	ERa SRC1 inh	ERa SRC1 pot	HUVEC prolif 384
CCOC(=O)CNc1c(-c2ccc(F)cc2)nc2cnccn12	4	2	nt	2	101	101	5	118	101
Cc1csc(NC(=O)Nc2ccc(Cl)cc2)n1	5	1	nt	0	100	95	9	106	92
O=C1CCC(=O)N1CNc1cccnc1	5	-7[fluorescence artefact?]	nt	6	97	100	-3	110	96
Cc1cc(C)nc(/N=C/c2c(O)n(C)c(=O)n(C)c2=O)n1	9	-4	nt	0	97	90	-8	93	95
CCc1ccc(N2CC(C(=O)Nc3nccs3)CC2=O)cc1 (stereo not drawn)	-2	-2	-8	-8	87	104	1	128	107
O=C1c2ccccc2C(=O)C1c1ccnc2ccccc12	6	31[fluorescence artefact?]	7	33[fluorescence artefact?]	41	68	15[fluorescence artefact?]	242*	50
Cn1c(SCC(=O)c2ccc3c(c2)OCO3)nnc1C1COc2ccccc2O1 (stereo not drawn)	3	12[fluorescence artefact?]	-11	-5[fluorescence artefact?]	59	96	7[fluorescence artefact?]	109	90
Cc1nn(-c2ccccc2)c2sc(C(=O)N(CC(=O)NC3CCCC3)Cc3ccco3)cc12	0	9	-15	-119	26*	53	16	161	54
CCN1C(=O)C(CC(=O)NC2CCCCC2)N(CC)C1=O (stereo not drawn)	6	-6	-12	3	113	101	2	90	95
COc1ccc(OC)c(-c2nnc(SCC(=O)N3CCOCC3)o2)c1	4	0	8	-4	88	99	-3	107[fluorescence artefact?]	94
COc1ccc(NC(=O)C2c3cc(OC)c(OC)cc3C(=O)N(C)C2c2cccnc2)cc1OC (stereo not drawn)	0	2	-8	-3	97	102	4	93	92
C=CC[n+]1c(-c2ccc(OCC)cc2)csc1NNC(=O)Nc1ccccc1	0	-10	-41	14	103	113	3	103	88
COC(=O)NCc1ccc(S(=O)(=O)N2CCOCC2)cc1	7	0	11	0	94	102	-2	101[fluorescence artefact?]	91
COC(=O)COc1ccc(S(=O)(=O)NC2CCCCCC2)cc1	10	-3	-8	10[fluorescence artefact?]	107	97	-8	90[fluorescence artefact?]	89
COC(=O)Nc1ccc(S(=O)(=O)Nc2ccc(O)cc2)cc1	5	-1	0	5	99	96	-14	84	101
CCOCCOC(=O)CCSc1n[nH]c(=O)[nH]c1=O	8	5	3	1	91	97	-10	109	102
COc1ccc(OC)c2sc(NC(=O)C3CC3)nc12	2	-2	-5	-2	87	99	-8	107	73
CCOP(=O)(c1ccccc1)C1(C#N)CCCC1 (stereo not drawn)	8	-3	nt	-3	92	91	-14	123	97
CNC(=O)CN1C(=O)C2C3C=CC(C3)C2C1=O (stereo not drawn)	-1	-6	5	2	111	102	-6	108	95
CCOC(=O)C1C2C=CC3(CN(Cc4cccs4)C(=O)C13)O2 (stereo not drawn)	-1	3	-8	-2	81	98	-4	121	92

Random excerpt: five compounds from above
Molecule	Calb biofilm kill	ERb coact inh	sEH activator	Smad3 inh	H69AR inhibit	Fibroblast inh	ERa SRC1 inh	ERa SRC1 pot	HUVEC prolif 384
COC(=O)Nc1ccc(S(=O)(=O)Nc2ccc(O)cc2)cc1	5	-1	0	5	99	96	-14	84	101
CCOCCOC(=O)CCSc1n[nH]c(=O)[nH]c1=O	8	5	3	1	91	97	-10	109	102
Cc1nn(-c2ccccc2)c2sc(C(=O)N(CC(=O)NC3CCCC3)Cc3ccco3)cc12	0	9	-15	-119	26*	53	16	161	54
Cc1cc(C)nc(/N=C/c2c(O)n(C)c(=O)n(C)c2=O)n1	9	-4	nt	0	97	90	-8	93	95
O=C1c2ccccc2C(=O)C1c1ccnc2ccccc12	6	31[fluorescence artefact?]	7	33[fluorescence artefact?]	41	68	15[fluorescence artefact?]	242*	50
